Assay outcomes deposited in PubChem by several laboratories.
p97 ATPase inh = inhibitors of human p97 ATPase. recombinant p97 ATPase, Kinase-Glo ATP luminescence, 3 h. inhibition, % at 8 µM. 0.42% of 220,000 active; in the data active means inhibition above about 15%;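 further: 0% = DMSO vehicle and 100% = wells lacking enzyme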
FXIa inh = inhibitors of human coagulation factor XIa; P03951; inhibition, % at 5 µM; 0.14% of 220,000 active; AID 798; purified FXIa, Boc-Glu-Ala-Arg-AMC fluorogenic substrate;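 active means inhibition of at least 40%; inactive means inhibition below 40%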;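 further: fluorescence of freed AMC excited at 355 nm; 0% = enzyme without compound and 100% = no enzyme blank; many of its hits are not listed in these tables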
Target sequence (P03951 19-387 limits assumed): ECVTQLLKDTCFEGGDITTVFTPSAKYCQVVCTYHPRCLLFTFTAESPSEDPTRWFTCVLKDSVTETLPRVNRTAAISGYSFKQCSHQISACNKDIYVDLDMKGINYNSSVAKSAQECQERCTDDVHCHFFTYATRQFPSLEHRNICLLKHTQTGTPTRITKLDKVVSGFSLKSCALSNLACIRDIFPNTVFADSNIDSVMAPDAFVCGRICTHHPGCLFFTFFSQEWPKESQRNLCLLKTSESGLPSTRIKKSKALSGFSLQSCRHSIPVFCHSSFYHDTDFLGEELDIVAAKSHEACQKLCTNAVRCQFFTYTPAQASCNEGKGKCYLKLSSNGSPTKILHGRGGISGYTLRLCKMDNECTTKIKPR
Target sequence (P03951 388-625 limits assumed): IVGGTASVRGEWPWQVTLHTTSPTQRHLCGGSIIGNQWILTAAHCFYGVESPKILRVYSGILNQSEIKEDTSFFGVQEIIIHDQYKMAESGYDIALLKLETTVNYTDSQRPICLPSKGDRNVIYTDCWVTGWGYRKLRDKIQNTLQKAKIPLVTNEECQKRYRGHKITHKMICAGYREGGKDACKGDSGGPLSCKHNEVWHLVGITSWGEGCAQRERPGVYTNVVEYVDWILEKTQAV
14-3-3 Bad inh = disrupts binding of bovine 14-3-3 zeta to phospho-Bad peptide | P63103 | TR-FRET 14-3-3zeta/Dy647-pBad peptide displacement, 1 h | inhibition, % at 21.7 µM | 0.71% of 220,000 active;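 active means inhibition above about 70%, limit read from the data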;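 further: 0% = full 14-3-3 plus peptide FRET controls and 100% = background without 14-3-3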
eIF4E-4G inh = blocks eIF4E binding to eIF4G | TR-FRET eIF4E-eIF4GI(517-606) binding, 2 h | inhibition, % at 21.7 µM | 0.37% of 220,000 active | AID 782;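 active means inhibition above about 30%, limit read from the data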;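 further: 0% = full FRET control wells and 100% = background wells lacking eIF4GI fragment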
Rad51 HR inh = Rad51 (human) homologous recombination inhibition; hRad51 DNA strand exchange, fluorescence dequenching; 0.085% of 200,000 active; inhibition, % at 10 µM;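 active means inhibition above 40% at the single screening dose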;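 further: 0% = DMSO control wells and 100% = blanks with heterologous ssDNA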
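System: hRad51 filaments on single-stranded DNA; reagent: Fluorescein- and BHQ1-tagged 47-mer duplex; compound dosing: one concentration, 10 µM final; timing: filaments 15 min 37 °C, then compound 30 min; measured by: fluorescein emission 520 nm, excitation 485 nm; benchmarks: per-plate controls and blanks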
Mdm2 ligase inh = blocks human Mdm2 ubiquitin ligase activity. 0.11% of 210,000 active. signal enhancement, % at 5 µM. AID 1230. Q00987. cell-based MDM2 ubiquitination luciferase reporter, 2 h; 0 = plate control, 100 = twice control, blank-subtracted;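 active means signal enhancement of 30% or more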;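 further: luminescence tracks abundance of the self-degrading MDM2-luciferase fusion protein; higher signal means inhibition of MDM2 E3 ligase activity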
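Timing – 2 h compound exposure at 37 °C · Assay system – mammalian cells stably expressing self-ubiquitinating, self-degrading MDM2 E3–luciferase fusion · Amount – 2000 cells seeded into each well · Measure – % luminescence enhancement versus blank-corrected plate control mean · Measured by – SteadyLite luminescence, 15 min reagent step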
FXIIa inh 1536 = blocks human coagulation factor XIIa protease activity; inhibition, % at 5 µM; purified FXIIa, Boc-QGR-AMC fluorogenic substrate, 2 h; 0.3% of 220,000 active; AID 800; P00748; in the data active means inhibition above about 40%;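 further: 0% = enzyme with no compound and 100% = blank without enzyme; many of its hits are not listed in these tables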
Wee1 degr inh = human Wee1 degradation inhibition, primary screen; P30291; 1.2% of 220,000 active; AID 1321; HeLa Luc-Wee1K328M stability, luciferase luminescence; 100% = proteasome inhibitor MG132 effect; reporter increase, % at 5 µM;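 active means activation above the mean of all tested compounds plus 3 SD, set per screening run, cut at about 8.8% in these data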;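 further: cells exposed to compound for 20 h before luminescence read; 0% = DMSO alone and 100% = MG132 at 30 µM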
hK5 inh = kallikrein 5 (human) inhibition; Q9Y337; recombinant hK5, fluorogenic AMC substrate cleavage; inhibition, % at 5 µM; 0.59% of 210,000 active;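 active means inhibition of 40% or more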;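 further: 0% = enzyme controls without compound and 100% = no-enzyme blanks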
Target sequence (Q9Y337 67-293 limits assumed): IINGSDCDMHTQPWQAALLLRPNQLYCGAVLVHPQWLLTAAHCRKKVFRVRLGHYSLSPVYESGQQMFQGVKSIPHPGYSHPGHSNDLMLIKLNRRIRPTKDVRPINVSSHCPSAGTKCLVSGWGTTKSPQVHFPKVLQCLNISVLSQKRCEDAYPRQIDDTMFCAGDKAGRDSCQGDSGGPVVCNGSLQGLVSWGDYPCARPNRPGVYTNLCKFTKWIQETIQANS
The depositor's hits bear a star; · = not tested or not shown; [ ] = dose if it differs, or a comment. Compounds as they come (roughly 3.5% active in at least one column).

SMILES	p97 ATPase inh	FXIa inh	14-3-3 Bad inh	eIF4E-4G inh	Rad51 HR inh	Mdm2 ligase inh	FXIIa inh 1536	Wee1 degr inh	hK5 inh
CCN1CNC(=S)N(Cc2ccccc2)C1	3	4	-7	19[fluorescence artefact?]	-5	-7	6	-1	-14
Cc1cc(NC(=O)c2noc3c2CCCCC3)nn1Cc1ccc(Cl)cc1	7	1	-5[fluorescence artefact?]	4	-2	-1	16	-1	-3
CCSc1nc2cc(C(=O)OC)ccc2c(=O)n1CC	0	-8	6[fluorescence artefact?]	-4	-1	-4	-12	-2	2
Cc1cc(NC(=O)Cn2cc([N+](=O)[O-])cn2)no1	5	-4	-12	-1	5	-7	5	-1	-7
COc1ccccc1Oc1ccc2c(c1)C(=O)N(c1ccc(O)cc1)C2=O	4	6	-3	-10	18	-23	21	-1	-25
O=C(Nc1ccccc1)Nc1ccccc1Br	-6	-9	-3	0	-7	-4	8	-1	-3
CC(C)c1nc(C#N)c(NCCCn2ccnc2)o1	-2	-2	-18	0	10	-12	13	-1	-14
COC(=O)CC1C(=O)NCCN1C(=S)Nc1ccc(F)cc1 (stereo not drawn)	6	-8	-2	1	1	-12	6	0	-5
O=C(CSc1nnnn1C1CCCC1)NCc1ccc2c(c1)OCO2	2	-7	-12	-5	-2	-7	-2	-2	-6
CCOC(=O)C1=NN(C(=O)Nc2ccc(OC)cc2)C2C(=O)N(c3cccc(C(F)(F)F)c3)C(=O)C12 (stereo not drawn)	-9	5	-5	-10	-5	1	-3	-1	3
CN1CCN(C=Nc2nc3ccccc3nc2N2CCCC2)CC1	2	-2	-6	0	4	-2	10	2	-4
Cc1ccc(C(=O)OCC(=O)c2c[nH]c3ccccc23)cc1NC(=O)c1ccco1	2	2	0	-2	·	6	9	2	17
Nc1ccc2oc(=O)c3ccccc3c2c1	6	-3	-12	-7	·	-13	2	-3	13
CCCC(=O)N1CCN(c2ccc(NC(=O)c3ccc([N+](=O)[O-])o3)cc2)CC1	7	2	-7	3	·	-14	5	8	4
Cc1cc([N+](=O)[O-])cc2ncccc12	0	-4	2[fluorescence artefact?]	-5[fluorescence artefact?]	·	-10	-3	2	9
CCOc1ccc(-n2c(SCC(=O)Nc3cc(C)on3)nnc2-c2c[nH]c3ccccc23)cc1	-1	18	-1	-23	-4	7	48*	1	31
Cc1nnc(SCC(=O)Nc2ccc(Cl)cn2)n1Cc1ccccc1	5	1	7	5	-5	-4	2	2	-4
CC(/C=C/c1ccco1)=N\NC(=O)CNc1ccc2ccccc2c1	6	-4	-15	5	3	10	3	2	-4
Cc1cccc(N(CC(=O)N2CCCC2)S(=O)(=O)c2ccccc2)c1C	-3	0	-12	6[fluorescence artefact?]	8	-12	9	6	-10
CCn1c(SCC(=O)c2ccc(CNC(C)=O)o2)nnc1-c1cccs1	-1	-2	0	7	-5	-5	15	5	-4
CCOc1cc(S(=O)(=O)N(CC)CC)ccc1Cl	1	0	1	0	3	-5	3	-3	-8
CCN(c1ccccc1)S(=O)(=O)c1ccc(Cl)c(NC(=O)COC(=O)c2ccc[nH]c2=O)c1	-2	-5	-8	-3	·	-4	-1	-4	-5
Cc1cc(C)nc(SC2c3cccc4cccc(c34)C2NS(=O)(=O)c2ccccc2)n1 (stereo not drawn)	-1	8	0	0	·	-9	10	1	-7
COCCNC(=O)Cn1nc(C(F)(F)F)cc1C	2	13	-3	0	3	-1	11	-3	44*
O=C(OCC(=O)N1CCCCCC1)c1n[nH]c(=O)c2ccccc12	7	6	-6	3[fluorescence artefact?]	2	-6	5	-1	-3
CN1CCN(c2ccc(C(CC(N)=O)NC(=O)Cc3ccc(Br)cc3)cc2[N+](=O)[O-])CC1 (stereo not drawn)	·	-3	-10	-10	7	-1	3	·	-3
CCOc1ccc2nc(NC(=O)Cn3cnc4c3c(=O)n(C)c(=O)n4C)sc2c1	4	20	10	-4	-7	-47	23	6	-1
C=CCc1cc(/C=N/NC(=O)CSc2nnc(CCCc3ccc(OC)cc3)o2)cc(OC)c1O	0	-3	2	0	23	-12	-4	1	-6
CCCC(=O)NC(Nc1ccc(S(=O)(=O)Nc2cc(C)on2)cc1)(C(F)(F)F)C(F)(F)F	-1	1	-3	1[fluorescence artefact?]	3	-2	7	2	-11
COCC(=O)Nc1sc2c(c1C(=O)OC)C(C(=O)OC)CC2 (stereo not drawn)	-2	1	4[fluorescence artefact?]	6	-7	-8	1	-2	-20
Cc1ccc(-n2c(CNc3ccc(F)cc3)nnc2SCC(N)=O)cc1	-5	0	-21	-1	4	-40	7	-1	-7
Cc1ccccc1NS(=O)(=O)c1ccc(OCCNS(C)(=O)=O)cc1	-1	1	6	9[fluorescence artefact?]	4	-4	1	1	-12
COc1cccc(N2CCN(Cc3nnnn3C3CCCCC3)CC2)c1	0	3	-3	-2	·	16	15	-1	0
CS(=O)c1ccccc1-c1nc(-c2cccc(Cl)c2)no1 (stereo not drawn)	-7	-3	-3	0	-10	-13	4	2	-12
CCOC(=O)C(=CNNc1ccccc1)C(=O)OCC	-2	2	-7	1	2	-10	11	-1	-6
COc1cc(/C=N/NC(=O)c2cc(C)n(-c3ccc(F)cc3)c2C)cc(OC)c1O	-4	-2	-7	-3	2	-14	4	-1	-6
COCCNC(=O)CCCn1c(=O)c2cc(OC)c(OC)cc2n(CC(=O)Nc2ccc(C)c(F)c2)c1=O	1	-4	12	2	-1	-2	4	-1	-4
COc1cc(NC(=O)c2cc(CC(C)C)on2)c(OC)cc1Cl	-7	3	68	5	-2	-13	15	0	-6
CC(=O)Nc1ccc(S(=O)(=O)NCCSCc2c(Cl)cccc2Cl)cc1	2	4	5	2	-4	-5	10	-1	2
COc1ccc(NC(=S)N2CCC(c3nc4ccccc4[nH]3)CC2)c(OC)c1	5	18	-4	-4	7	-11	25	3	-8
CC(C)CCN(C)c1ccc(/C=N/n2cnnc2)cc1	-5	6	40[fluorescence artefact?]	0	-3	-5	4	-1	-42
COc1cc2c(cc1OC)C(c1cccc([N+](=O)[O-])c1)N(C(=O)c1ccc(F)cc1)CC2 (stereo not drawn)	11	-6	-7	-2	-1	-10	0	-1	-23
Cc1onc(-c2ccccc2)c1C(=O)NCC(O)c1ccccc1 (stereo not drawn)	9	2	1	1	8	-4	7	-2	-2
Nc1ccc(C(=O)Nc2nccs2)cc1	0	2	-2	5	11	-2	14	2	10
CN1C(=O)/C(=C\C(=O)c2cccs2)c2ccccc21	-4	-4	-7	1	2	-8	-2	1	-19
CCC(C)Oc1cccc(OCCCCN2C(=O)NC(C)(C)C2=O)c1 (stereo not drawn)	-2	8	-5	1	3	8	14	2	6
CC(C)CN(CC(C)C)S(=O)(=O)N1CCC(C(=O)N2CCc3ccccc3C2)CC1	-2	-6	-3[fluorescence artefact?]	1	·	-10	3	-3	-7
CCNC(=O)NC(=O)C(C)Sc1ncc(C(F)(F)F)cc1Cl (stereo not drawn)	1	-1	-2	2	8	-8	11	5	-10
Cc1cc2cc(CNC(=O)C(C)Oc3ccccc3)ccc2n1C (stereo not drawn)	-4	9	0	-4	·	-16	32	1	15
CCOC(=O)c1[nH]c2ccc(F)cc2c1NC(=O)c1cc(OC)c(OC)c(OC)c1	-3	-1	-10	6	5	11	13	-2	-13
COc1ccc(Nc2nc3[nH]c(=O)cc(O)c3s2)cc1	4	-8	-11	4	1	-2	4	-2	-5
Cc1oc(/N=C/c2cccc3ccccc23)c(C#N)c1C	1	-1	13	3	-11	-10	2	5	0
Cc1cc(C(=O)COC(=O)Cn2c(C(F)(F)F)nc3ccccc32)c(C)n1Cc1ccco1	1	14	-9	-8	2	-26	24	2	-14
CN(Cc1ccccc1)C(=O)c1ccccc1-c1ccccc1	-3	2	-9	-3	-1	-19	13	-1	5
CC(/C=C(\NC(=O)c1ccccc1)C(=O)N=Nc1c(O)[nH]c2ccc(C)cc12)=C\c1ccccc1	4	6	-2	-10	1	-3	12	0	-6
O=C(NCCC(=O)N1CCN(c2ncccn2)CC1)c1ccccc1	3	-6	-2[fluorescence artefact?]	-4	11	-8	7	-1	-7
Cc1ccc(-c2n[nH]c3c2C(c2ccccc2)N(c2ccc(C(=O)O)cc2)C3=O)cc1 (stereo not drawn)	4	2	5	1	-11	-13	7	-4	1
Cc1ccc(C)c(-c2nc3ccc(N)cc3[nH]2)c1	3	-11	-14	-3	-8	-9	-6	2	-32
NC(=O)NC(=O)COC(=O)[C@H](Cc1ccccc1)NC(=O)c1cccs1	-7	-1	-1	3	4	-10	5	-2	-3
COc1ccc(C2CC(c3ccccc3)=NN2c2ccc(N)cc2)cc1 (stereo not drawn)	-4	6	-1	13	·	-4	8	1	-6

Three entries out of the list above, sorted by the value under Rad51 HR inh, rising:
| Molecule | Rad51 HR inh |
| --- | --- |
| Cc1ccc(C)c(-c2nc3ccc(N)cc3[nH]2)c1 | -8 |
| CC(C)CCN(C)c1ccc(/C=N/n2cnnc2)cc1 | -3 |
| CCNC(=O)NC(=O)C(C)Sc1ncc(C(F)(F)F)cc1Cl (stereo not drawn) | 8 |

Ordered by length of the SMILES (ascending): part of the list above.
SMILES	p97 ATPase inh	FXIa inh	14-3-3 Bad inh	eIF4E-4G inh	Rad51 HR inh	Mdm2 ligase inh	FXIIa inh 1536	Wee1 degr inh	hK5 inh
CCOC(=O)C(=CNNc1ccccc1)C(=O)OCC	-2	2	-7	1	2	-10	11	-1	-6
COc1cccc(N2CCN(Cc3nnnn3C3CCCCC3)CC2)c1	0	3	-3	-2	·	16	15	-1	0
CCOc1ccc2nc(NC(=O)Cn3cnc4c3c(=O)n(C)c(=O)n4C)sc2c1	4	20	10	-4	-7	-47	23	6	-1
Cc1cc(C)nc(SC2c3cccc4cccc(c34)C2NS(=O)(=O)c2ccccc2)n1 (stereo not drawn)	-1	8	0	0	·	-9	10	1	-7

Next section
SMILES	p97 ATPase inh	FXIa inh	14-3-3 Bad inh	eIF4E-4G inh	Rad51 HR inh	Mdm2 ligase inh	FXIIa inh 1536	Wee1 degr inh	hK5 inh
N#C/C(=C\c1ccc[nH]1)Sc1nc2ccccc2s1	7	3	-2	-6	-8	1	13	1	5
c1coc(-c2nn3c(-c4ccco4)nnc3s2)c1	7	0	-3	7	·	-6	12	1	3
CCOC(=O)CSC1=C(C#N)C(c2ccc(C)cc2)C2=C(CCCC2=O)N1 (stereo not drawn)	-3	-3	5	6	6	-15	-10	0	0
COc1cccc(C(=O)NCC(=O)N/N=C/c2ccc(OC(=O)c3cccs3)c(OC)c2)c1	3	2	-5	1	-47	1	3	-2	-8
CC(Cc1cccnc1)NC(=O)CCc1nnc(-c2ccccc2)o1 (stereo not drawn)	4	1	-12	0	1	-5	7	19*	7
C=C(C)c1cccc(C(C)(C)NC(=O)Nc2ccc(C)cn2)c1	0	0	17	2	3	-15	7	6	2
CCOC(=O)C1(CCOc2ccccc2)CCN(Cc2nccn2CC)CC1	-3	0	-14	-4	26	-9	9	-1	·
COCC(=O)Nc1ccc([N+](=O)[O-])cc1C	4	3	-14	0	0	-6	7	-2	-17
Cc1cc2ncn(/N=C/c3cccnc3)c2cc1C	-2	3	-17	6	2	10	19	-1	3
